# PrPC surface inh = reduces human prion protein on the cell surface. AID 720596. 370,000 compounds, 0.43% hits. inhibition, % at 13.8 µM. P04156. cell surface PrPC, TR-FRET read-out; in the data active means inhibition above about 24%; further: 0% = median of the test wells and 100% = reference compound wells
# MazF activator = increases E. coli MazEF RNase cleavage of RNA. P0AE70. FAM/BHQ RNA-DNA oligo cleavage fluorescence, 5 h. activation, % at 20 µM. 350,000 compounds, 0.32% hits; in the data active means activation above about 50%
# Target sequence (P0AE70 whole entry, looked up): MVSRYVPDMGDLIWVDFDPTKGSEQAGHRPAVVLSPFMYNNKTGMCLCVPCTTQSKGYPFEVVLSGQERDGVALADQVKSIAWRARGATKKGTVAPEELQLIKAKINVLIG
# PriA SSB inh = K. pneumoniae PriA-SSBct interaction inhibition; 430,000 compounds, 0.6% hits; AlphaScreen SSBct-PriA binding, biotinylated peptide; inhibition, % at 33 µM; in the data active means inhibition mostly above about 37%, no sharp cut-off; inactive means mostly below about 20%;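 further: plate controls were negative control peptide for no effect and reference peptide for full effect; strong numbers were not always called active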
# BH1578 lux ind = inducers of Vibrio cholerae quorum light production without autoinducers; V. cholerae BH1578 lux reporter, luminescence, 6 h; activation, % at 18.7 µM; 350,000 compounds, 0.16% hits; in the data active means activation mostly above about 9.7%, no sharp cut-off; further: not every result past the cut was called active; inactives centre near 0; reference of the scale not given here
# TcdB inh = blocks C. difficile toxin B glycohydrolase activity; P18177; TcdB glycohydrolase enzymatic assay, plate reader; inhibition, % at 9.99 µM; 350,000 compounds, 0.24% hits; in the data active means inhibition above about 10%
# Rv3671c inh = inhibits the M. tuberculosis serine protease Rv3671c; P9WHR9; inhibition, % at 5.96 µM; 320,000 compounds, 0.048% hits; in the data active means inhibition above about 38%;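 further: extracellular domain of Rv3671c used as enzyme; 0% = enzyme with DMSO and 100% = no enzyme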
# Target sequence (P9WHR9 whole entry, looked up, the tested form may be a part): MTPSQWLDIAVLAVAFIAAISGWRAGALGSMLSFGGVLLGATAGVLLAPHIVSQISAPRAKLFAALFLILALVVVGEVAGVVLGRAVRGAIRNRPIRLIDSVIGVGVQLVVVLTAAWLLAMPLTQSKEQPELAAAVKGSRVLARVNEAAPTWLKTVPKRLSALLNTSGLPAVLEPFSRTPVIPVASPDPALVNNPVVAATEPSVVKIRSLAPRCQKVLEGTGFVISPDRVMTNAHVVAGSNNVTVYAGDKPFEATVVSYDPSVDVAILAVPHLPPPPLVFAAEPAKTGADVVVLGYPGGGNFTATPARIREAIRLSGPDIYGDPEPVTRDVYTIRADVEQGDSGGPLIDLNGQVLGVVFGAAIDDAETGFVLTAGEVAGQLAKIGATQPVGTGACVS
# Yp Topo-I inh = inhibitors of Yersinia pestis topoisomerase I; 360,000 compounds, 0.064% hits; Y. pestis Topo-I cleavage product accumulation, plate reader; activity, % at 10 µM; in the data active means activity above about 50%, passing the limit was not always enough; further: inactives centre near 2
# VHR inh abs = inhibitors of human VHR1 phosphatase (DUSP3). recombinant VHR phosphatase, pNPP absorbance. inhibition, % at 13.3 µM. 290,000 compounds, 0.52% hits; in the data active means inhibition above about 50%; further: some compounds called inactive have numbers as strong as hits
# Target sequence (P51452 whole entry, looked up): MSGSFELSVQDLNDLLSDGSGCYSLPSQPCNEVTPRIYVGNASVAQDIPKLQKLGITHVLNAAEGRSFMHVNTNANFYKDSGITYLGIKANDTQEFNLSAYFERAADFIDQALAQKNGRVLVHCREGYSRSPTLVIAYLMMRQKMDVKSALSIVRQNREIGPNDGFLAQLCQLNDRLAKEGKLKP
# CCHFV vOTU inh = blocks the CCHF virus ovarian tumor domain protease. CCHFV vOTU protease, Pep-AMC fluorescence. inhibition, % at 11.5 µM. 370,000 compounds, 0.55% hits. AID 651958; in the data active means inhibition above about 30%; further: 0% = vehicle wells with enzyme and 100% = no enzyme wells
# 3CLpro inhibitor = SARS-CoV 3CLpro protease inhibition; P0C6X7; recombinant SARS-CoV 3CLpro, quenched FRET peptide cleavage; inhibition, % at 6 µM; 290,000 compounds, 0.14% hits; in the data active means inhibition above about 12%
# * hit, by the source's call; i = inactive; . = not tested or not shown; & = joins results of further samples.
canonical_smiles	PrPC surface inh	MazF activator	PriA SSB inh	BH1578 lux ind	TcdB inh	Rv3671c inh	Yp Topo-I inh	VHR inh abs	CCHFV vOTU inh	3CLpro inhibitor
C#CCN1C=CC(=O)[C@@H](OC(=O)Nc2ccccc2Br)[C@H]1c1ccccc1Br	13.1	1.2	2.4	-0.7	-11.2	.	39.6	.	27.5	.
CCc1nccn1S(=O)(=O)c1ccc(OC)c(OC)c1	5.6	7.5	1.0	.	1.4	8.3	3.4	16.6	3.6	.
COc1ccc2cc(C(=O)NCc3ccccc3)c(=O)oc2c1	-6.9	6.5	-8.8	i	4.2	-4.1	3.5	16.7	-46.9	0.2
O=C(CN1CCN(c2ccccn2)CC1)Nc1ccc(F)c(F)c1	-7.3	-0.7	-8.9	i	1.0	4.2	-0.2	8.8	-11.8	-0.3
Clc1ccc(CSc2nnc(-c3sccc3-n3cccc3)o2)cc1	-8.5	0.8	-10.0	i	.	-5.9	36.4	32.9	8.8	0.7
O=C(Cc1ccccc1)NC(C(=O)O)C(O)c1ccc([N+](=O)[O-])cc1 (configuration not stated)	0.3	2.5	-4.1	-0.5	-0.4	7.2	-2.3	5.9	2.1	-1.4
CCCNC(=O)C1(C)CCCN(C(=O)c2cc(C(C)(C)C)nn2C)C1 (configuration not stated)	-3.8	.	.	i	-0.3	.	1.7	.	-14.5	.
O=C(CSc1ccc2nnc(-c3cccnc3)n2n1)Nc1ccc(F)cc1	6.7	5.8	-3.8	i	-1.3	3.3	4.6	-0.2	-5.0	-0.5
CC(=O)c1ccc(OC(=O)Cc2cccc3ccccc23)cc1	-1.8	-4.1	-8.6	i	1.1	0.6	43.1	17.8	-6.9	2.1
CCC1CCCCN1CC(=O)Nc1ccc2c(c1)OCCO2 (configuration not stated)	-2.5	8.0	0.0	-1.0	0.3	3.0	2.8	.	-8.8	.
COc1ccc(NC(=O)COC(=O)c2ccc(Br)o2)cc1OC	1.1	2.4	-14.4	i	.	6.2	10.5	26.1	-2.0	3.6
C#CCOc1c(/C=C\c2nc(O)c([N+](=O)[O-])c(=O)[nH]2)cc(Br)cc1OC	-6.8	-5.4	-17.9	-0.3	0.2	3.5	0.5	9.8	9.7	3.2
O=C(Nc1nccs1)C1CCN(S(=O)(=O)c2ccccc2)CC1	-5.3	2.6	-5.2	0.4	1.9	0.4	-12.9	21.5	4.8	2.0
CCOc1ncccc1C(=O)N1CCN(c2cc(Cl)ccc2C)CC1	5.5	0.2	-14.6	-0.2	2.0	-6.8	22.9	13.0	-8.0	-3.6
O=C(O)c1cc(N/N=C/c2ccc3c(c2)OCO3)ccc1Cl	-3.9	7.5	.	-0.3	.	11.1	-0.2	12.9	7.6	5.5
COc1ccc(-n2c(-c3ccc(Br)cc3)c[n+]3c2CCCCC3)cc1	14.8	12.0	-4.1	-0.4	0.8	3.6	12.5	26.2	-1.8	2.8
CCOc1ccc2nc(NC(=O)CS(=O)(=O)c3ccccc3)sc2c1	1.7	1.3	2.6	i	.	-23.8	1.9	-12.4	21.7	-1.6
CN(Cc1nccn1C)C(=O)C1CCC(=O)N(Cc2cccc(C(F)(F)F)c2)C1 (configuration not stated)	-2.9	-0.1	-3.7	i	0.8	-6.1	-5.5	15.0	-1.8	2.7
CC(=O)c1ccc(OC(C)C(=O)NC2CCCCC2C)cc1 (configuration not stated)	-5.1	-0.9	-4.3	0.8	0.9	-0.7	-3.5	.	4.1	.
Cn1cc(-c2coc3c(C(=O)NCc4cccnc4)cccc23)cn1	-0.2	.	.	-0.2	1.6	.	-1.3	.	6.9	.
COc1ccccc1-c1sc2cc3c(cc2c1C#CC1(O)CCCCC1)OCO3	-6.9	-6.5	-3.8	i	-0.2	-8.6	4.4	.	4.8	.
CCOC(=O)c1cc2c(ccn2C)n1Cc1ccc(C#N)cc1	-5.6	-2.1	8.6	-0.3	-1.0	-4.7	30.0	-0.9	15.1	4.9
O=C(Cc1ccc(Cl)cc1)Nc1ccc(Cl)cn1	2.8	5.3	-5.9	-0.2	0.9	-2.1	-6.2	25.2	-8.2	-1.4
CC1=C(C)CC2(CC1)C(=O)NC(=O)NC2=O	-1.1	4.7	-3.1	i	1.4	.	-2.2	.	5.1	.
CNC(=O)C(=O)N1CCC2(CC1)OCCN2S(=O)(=O)c1ccc(C)cc1	-1.6	2.5	3.8	i	2.5	10.9	-5.9	.	5.7	.
COC(=O)C1=C(c2c(C)noc2C)C[C@@H]2CC[C@H]1N2C(=O)NCCOc1ccc(OC)cc1	5.9	9.3	-4.0	i	-5.1	2.8	8.9	.	4.0	.
Cc1cccc(NC(=O)COC(=O)c2c(-c3ccccc3)noc2C)c1	8.8	4.6	.	-5.9	0.7	.	-8.8	.	0.0	.
CCCNC(=O)[C@H]1N2C(=O)c3c(ccc(OC)c3OC)C2SC1(C)C (some centres not stated)	-7.4	5.2	2.5	i	1.1	-8.4	-4.6	30.3	-6.8	-1.8
CC1(C)OC2OC3C(CNCCO)OC(c4ccccc4)OC3C2O1 (configuration not stated)	5.2	0.6	-17.3	.	1.0	.	-3.5	.	2.6	.
C#CCn1c(S(=O)(=O)Cc2ccc(OC)cc2)nc(-c2ccccc2)c1-c1ccccc1	1.1	-1.8	20.4	0.7	.	-6.3	2.7	20.5	4.8	3.8

# Compound profiles, as listed above. Order of screens: PrPC surface inh	MazF activator	PriA SSB inh	BH1578 lux ind	TcdB inh	Rv3671c inh	Yp Topo-I inh	VHR inh abs	CCHFV vOTU inh	3CLpro inhibitor
# `CC(=O)c1ccc(OC(C)C(=O)NC2CCCCC2C)cc1` (configuration not stated) reads -5.1	-0.9	-4.3	0.8	0.9	-0.7	-3.5	.	4.1	.
# `COc1ccc(-n2c(-c3ccc(Br)cc3)c[n+]3c2CCCCC3)cc1` reads 14.8	12.0	-4.1	-0.4	0.8	3.6	12.5	26.2	-1.8	2.8
# `CC1=C(C)CC2(CC1)C(=O)NC(=O)NC2=O` reads -1.1	4.7	-3.1	i	1.4	.	-2.2	.	5.1	.

# More entries follow.
canonical_smiles	PrPC surface inh	MazF activator	PriA SSB inh	BH1578 lux ind	TcdB inh	Rv3671c inh	Yp Topo-I inh	VHR inh abs	CCHFV vOTU inh	3CLpro inhibitor
C=CCc1ccccc1OCCNCc1ccccc1	7.5	4.9	-26.3	i	-0.1	4.4	-3.1	17.7	16.4	6.4
COc1ccccc1C1CCN(C(=O)C2CCCCC2)CC1	-0.1	-1.9	41.1*	i	-4.0	5.5	27.0	1.6	9.2	1.2
COCCCNC(=O)CCn1c(=O)c2ccccc2n(CC(=O)Nc2ccccc2C)c1=O	-4.5	3.1	-4.4	-0.8	.	12.9	1.5	-0.2	0.1	-1.6
COc1cccc(CNC(=O)C2CCCN(c3nn4c(=O)cc(C)nc4s3)C2)c1OC (configuration not stated)	-5.7	6.9	-10.2	i	.	-5.9	-2.2	14.8	13.1	-7.5
CCCCCCC(=O)N(O)C1CC(=O)N(c2ccc(Br)cc2)C1=O (configuration not stated)	-0.2	1.2	-17.1	-0.3	.	-7.5	-7.6	-4.6	-2.3	2.0
Cc1[nH]c2ccccc2c1Cc1nnc(SCC(=O)NCc2ccco2)o1	-0.8	1.4	7.2	-0.3	0.1	6.1	-0.5	23.6	-5.0	-1.3
CN(C)S(=O)(=O)c1cccc(-c2nnc(SCC(=O)NCCCCCC(=O)O)n2-c2ccc(F)cc2)c1	5.3	0.8	2.8	-0.3	-0.3	2.1	-2.3	27.7	0.9	-0.1
CCOC(=O)c1c(C)[nH]c(C(=O)C(C)OC(=O)c2oc3ccccc3c2COC)c1C (configuration not stated)	.	1.8	-14.9	i	.	-9.2	0.3	14.5	.	4.7
COc1ccc(NC(=O)C2Cc3cc(S(=O)(=O)N4CCCCC4)ccc3N2C(C)=O)cc1Cl (configuration not stated)	-2.7	-1.2	1.4	-12.7	0.7	-10.9	32.9	18.2	2.7	0.2
CC(O)(c1cccc(F)c1)c1nc(-c2cccc(C(=O)O)c2)cs1 (configuration not stated)	1.9	.	.	-1.2	-7.1	.	-10.9	.	-0.2	.
Cc1ccc(NC2CC(=O)N(Cc3ccccc3)C2=O)cc1 (configuration not stated)	-4.6	-1.6	3.6	-0.4	.	-4.7	2.8	33.8	-5.8	-4.9
CC1(Cc2ccccc2OC(F)(F)F)C(=O)Nc2ccc(OC(F)(F)F)cc21 (configuration not stated)	-1.8	.	.	i	1.4	.	27.7	.	32.9*	.
Cc1nc2c(-c3ccccc3)c(C)[nH]n2c(=O)c1Cc1ccccc1	12.3	9.4	9.0&-9.3	-0.2	-0.5	6.6	25.1	-1.5	2.3	1.4
COc1ccc(N(CC(=O)NC2CCCCC2)C(=O)CNC(=O)c2cccs2)cc1	-1.5	-1.1	-6.9	-0.3	0.4	5.1	3.2	18.5	28.9	3.5
COc1ccc(CCn2c(=N)c(C(=O)NC3CCCC3)cc3c(=O)n4ccccc4nc32)cc1	-30.0	12.4	-15.8	i	0.8	7.3	9.6	-2.2	5.8	-7.7
O=C(NC1CCCCCC1)c1ccc2c(=O)n3c(nc2c1)CCCCC3	5.6	7.7	-11.3	i	.	-6.6	-0.8	26.4	6.5	-2.5
COCc1cc(C)n(CC(=O)Nc2ccc(Cl)cc2Cl)c(=O)c1C#N	-1.5	-5.2	-15.9	-2.2	.	2.1	-4.8	6.3	9.2	-2.8
CC1(C)CC(=O)C(C=NCCN2CCN(C(=O)NC34CC5CC(CC(C5)C3)C4)CC2)=C(O)C1	2.4	8.6	-2.0	3.6	.	.	26.8	48.6	10.0	2.9
Cc1cc(C)cc(NC(=O)CN2CCN(c3ncccn3)CC2)c1	-6.6	-0.9	-5.5	-0.4	-0.1	-5.0	2.0	-12.0	-10.5	1.0
COC(=O)c1ccc(C)c(NC(=O)c2ccc(Cl)c([N+](=O)[O-])c2)c1	-9.2	5.2	-3.6	-0.2	.	5.3	1.1	4.4	4.0	-4.3
O=C(O)c1ccccc1NS(=O)(=O)c1ccc(NN=Cc2ccccc2F)c([N+](=O)[O-])c1	-9.0	-34.2	-0.9	-0.8	0.6	7.3	-4.6	.	16.9	.
Cc1cccn2c(=O)c(C=Nc3ccc(Cl)cc3)c(NCCO)nc12	-6.2	-0.8	-9.0	-0.3	.	3.7	7.3	26.4	-23.0	-2.6
O=C(/C=C/c1ccccc1)N1CCN(CCN2C(=O)c3cccc4cccc(c34)C2=O)CC1	-12.6	13.5	1.3	-0.3	-0.5	-5.4	0.4	-1.6	9.2	2.3
CCCNC(=S)N1CC2(C)CN(C(=O)C(=O)OC)CC(C)(C1)C2=O	-1.2	2.2	-13.3	0.4	0.9	5.3	5.2	-29.3	-0.7	2.0
O=C(COC(=O)c1ccc(Cl)nc1)Nc1ccccc1OC(F)F	-1.8	8.1	1.1	3.1	0.2	2.6	-6.2	9.1	4.2	2.5
COc1ccc(C(C)(O)c2nc(-c3csc4ccccc34)cs2)cc1 (configuration not stated)	8.2	.	.	-0.3	-0.4	.	3.7	.	-1.8	.
Oc1csc(Cc2nc(-c3ccc(-c4ccccc4)cc3)cs2)n1	-6.1	9.6	-74.0	1.5	.	-3.4	-3.4	27.0	-17.4	-0.1
O=c1c2c(nc3nc(Cc4ccccc4)[nH]n13)CCC2	-4.5	1.2	-9.7	-0.9	.	6.1	0.5	-15.6	6.2	4.2
Cc1cccc(-c2cnc(C(O)c3ccc(-c4ccccc4)cc3)[nH]2)c1 (configuration not stated)	4.7	.	.	0.0	1.0	.	1.5	.	2.6	.
Cc1nn(CC(=O)OCC(=O)NCCc2ccc(S(N)(=O)=O)cc2)c(C)c1[N+](=O)[O-]	-5.6	9.4	-0.6	-0.7	0.6	-7.0	-12.4	.	-7.2	.
CC(Sc1nnc(N)s1)C(=O)Nc1ccc2c(c1)OCO2 (configuration not stated)	-2.6	2.4	-4.9	-1.7	0.6	.	-4.4	.	-1.1	.
O=Cc1ccc(OCc2cn3ccccc3n2)cc1	3.9	2.3	-13.9	-0.2	-0.1	0.2	5.2	17.4	8.9	-3.1

# Bioassay records (PubChem BioAssay)

# The list is partial (hit frequency here may not be typical).
